hcDAF-12 act: H. contortus DAF-12 nuclear receptor activators, primary screen, cell-based, luminescence, HEK293, lit1-tk-luc reporter. HEK293 hcDAF-12 lit1-tk-luc reporter; 0% DMSO, 100% Δ7-dafachronic acid. activation, % at 6.8 µM. 370,000 compounds, 1.4% hits;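 active means activation above the mean of all tested compounds plus 3 SD, cut at about 5.5% in these data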;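 further: 100% = response to 3 µM Δ7-dafachronic acid high control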
ssDAF-12 act: S. stercoralis DAF-12 nuclear receptor activators, primary screen, cell-based, luminescence, HEK293, GRIP1 co-expression, lit1-tk-luc; 370,000 compounds, 1% hits; Nuclear hormone receptor DAF-12 (Strongyloides stercoralis); HEK293 ssDAF-12/GRIP1 lit1-tk-luc reporter; % of 3 µM dafachronic acid response; activation, % at 6.8 µM;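 active means activation above the mean over all tested compounds plus 3 SD, cut at about 0.9% in these data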;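 further: 0% = DMSO-only wells and 100% = 3 µM delta7-dafachronic acid wells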
DAX1 inh-1: DAX1 (NR0B1) inhibitors on StAR promoter, primary screen, cell-based, luminescence, SF-1 (NR5A1), full-length DAX-1; HEK293T StAR-luciferase reporter, SF-1/DAX-1 repression relief; inhibition, % at 6.8 µM; 370,000 compounds, 1.1% hits; AID 652010, 2013;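 active means inhibition above the mean over all tested compounds plus 3 SD, cut at about 3.6% in these data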;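 further: 0% = DAX-1 cells with DMSO and 100% = cells lacking DAX-1 with DMSO; higher inhibition means more luminescence from relief of DAX-1 repression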
GC-B act: human GC-B receptor activators, primary screen, HEK293 GC-B cells, cGMP TR-FRET, EC30 CNP; Atrial natriuretic peptide receptor 2 (Homo sapiens), P20594; 0% at EC30 CNP, 100% saturating CNP; activation, % at 10 µM; 370,000 compounds, 0.11% hits; AID 1920062, 2024;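 active means activation at 10 µM reaching about 35% in either raw or pattern-adjusted values, limit read from the data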
Target sequence (P20594 whole entry, looked up): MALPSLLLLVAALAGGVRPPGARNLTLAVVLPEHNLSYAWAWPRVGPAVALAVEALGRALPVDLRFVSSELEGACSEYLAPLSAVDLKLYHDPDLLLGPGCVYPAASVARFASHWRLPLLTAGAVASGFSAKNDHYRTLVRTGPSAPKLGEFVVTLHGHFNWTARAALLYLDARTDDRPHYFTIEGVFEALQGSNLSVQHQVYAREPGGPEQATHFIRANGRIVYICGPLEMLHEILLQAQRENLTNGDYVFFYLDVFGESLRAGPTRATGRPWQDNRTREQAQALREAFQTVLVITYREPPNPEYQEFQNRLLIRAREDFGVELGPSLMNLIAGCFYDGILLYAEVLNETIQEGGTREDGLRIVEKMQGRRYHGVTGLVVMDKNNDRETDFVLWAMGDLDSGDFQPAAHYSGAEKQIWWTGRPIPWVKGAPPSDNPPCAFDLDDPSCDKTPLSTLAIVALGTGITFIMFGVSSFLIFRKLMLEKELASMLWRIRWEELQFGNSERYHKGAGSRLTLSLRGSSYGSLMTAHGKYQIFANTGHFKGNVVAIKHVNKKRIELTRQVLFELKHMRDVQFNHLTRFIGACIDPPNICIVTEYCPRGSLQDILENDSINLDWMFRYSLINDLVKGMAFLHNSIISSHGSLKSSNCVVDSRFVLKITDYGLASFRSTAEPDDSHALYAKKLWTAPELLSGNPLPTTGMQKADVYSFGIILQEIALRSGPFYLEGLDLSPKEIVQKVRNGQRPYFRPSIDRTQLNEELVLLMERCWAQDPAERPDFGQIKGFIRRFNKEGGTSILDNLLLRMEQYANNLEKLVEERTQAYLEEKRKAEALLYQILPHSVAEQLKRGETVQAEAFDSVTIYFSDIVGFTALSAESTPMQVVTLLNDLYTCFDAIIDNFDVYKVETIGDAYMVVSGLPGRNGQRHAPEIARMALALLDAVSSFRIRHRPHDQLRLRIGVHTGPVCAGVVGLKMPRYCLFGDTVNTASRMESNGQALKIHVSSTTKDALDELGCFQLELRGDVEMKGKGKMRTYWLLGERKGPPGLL
NPR1 activator: GC-A stimulated cGMP production enhancers – HEK293 GC-A cells, cGMP TR-FRET, EC30 ANP, primary screen; 370,000 compounds, 0.14% hits; Atrial natriuretic peptide receptor 1 (Homo sapiens), P16066; AID 1671463, 2021; 0% at EC30 ANP, 100% saturating ANP; activation, % at 10 µM; in the data active means activation above about 40%
ADAM10 inh: human ADAM10 inhibitors, primary screen, biochemical, QFRET, HTS. Disintegrin and metalloproteinase domain-containing protein 10 (Homo sapiens), O14672. recombinant ADAM10, EDANS/DABCYL FRET peptide cleavage, 3 h. inhibition, % at 7 µM. 370,000 compounds, 0.62% hits. AID 720582, 2013;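 active means inhibition above a per-campaign cutoff equal to the mean of compounds falling between control-based bounds plus 3 SD, cut at about 20% in these data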;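 further: 0% = DMSO wells while the 100% control is not disclosed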
SMARCA2 act: SMARCA2 (BRM) function activators, primary screen, cell-based, luminescence, high throughput | MG213 cells, MMTV-luciferase reporter, dexamethasone, overnight | activation, % at 9.1 µM | 370,000 compounds, 1% hits; in the data active means activation above about 7.8%;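 further: 0% = vehicle wells and 100% = reference activator wells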
HGIII-sPLA2 inh: human group III sPLA2 inhibitors, primary screen, biochemical, QFRET, BODIPY PC-A2 liposome substrate. QFRET BODIPY PC-A2 liposome hydrolysis, fluorescence. Group 3 secretory phospholipase A2 (Homo sapiens), Q9NZ20. inhibition, % at 12.2 µM. 370,000 compounds, 0.56% hits;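 active means inhibition above mean plus 3 SD of compounds lying within the high and low control bounds, cut at about 19% in these data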;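 further: 0% = median of test compound wells and 100% = no enzyme DMSO wells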
DAX1 inh-2: DAX1 (NR0B1) inhibitors, primary screen, cell-based, HEK293, Gal4-DAX1, luciferase luminescence; Nuclear receptor subfamily 0 group B member 1 (Homo sapiens), P51843; HEK293 Gal4-DAX1 luciferase reporter; inhibition, % at 6.75 µM; 340,000 compounds, 0.99% hits; AID 504766, 2011;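 active means inhibition above the mean over all tested compounds plus 3 SD, cut at about 4.2% in these data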;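 further: 0% = DAX1-transfected cells with DMSO and 100% = empty-vector control cells with DMSO; inhibition shows as a rise in luminescence from relieved DAX1 repression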
FXN GAA850 act: FXN promoter activators, primary screen, cell-based, luciferase luminescence, HEK293 lucGAA850 | HEK293 lucGAA850 FXN promoter luciferase reporter, 24 h; percent of 10 µM SAHA response | activation, % at 6 µM | 360,000 compounds, 0.56% hits | AID 540364, 2011;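 active means activation above the average of all compounds screened plus 3 SD, cutoff fixed separately per campaign, cut at about 7.5% in these data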;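 further: 0% = DMSO wells and 100% = 10 µM SAHA wells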
hgDAF12 agonist: H. glycines DAF-12 receptor agonists, primary screen, cell-based, luminescence, HEK293, GAL4 fusion, UAS-luciferase; Nuclear hormone receptor DAF-12 (Heterodera glycines), GAL4 fusion; HEK293 GAL4-hgDAF12 UAS-luciferase reporter, agonist luminescence; normalized to butyrate control; activation, % at 6.8 µM; 370,000 compounds, 1.8% hits;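 active means activation above a cutoff set at the mean of all screened compounds plus 3 SD, cut at about 10% in these data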;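 further: 0% = DMSO wells and 100% = sodium butyrate wells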
Starred values were filed as active, the others as inactive; . = not tested or not shown.

No.	Structure	hcDAF-12 act	ssDAF-12 act	DAX1 inh-1	GC-B act	NPR1 activator	ADAM10 inh	SMARCA2 act	HGIII-sPLA2 inh	DAX1 inh-2	FXN GAA850 act	hgDAF12 agonist
1	c1ccc(-c2nnc(-c3c[nH]c4ccccc34)nc2-c2ccccc2)cc1	-0.6	-1.7	-0.8	-14	-8	16	0	-12	0.0	-0.1	-2.9
2	COc1ccc(C(O)c2nc(-c3cccc(C(C)C)c3)cs2)cc1 (stereo unspecified)	-1.1	-1.3	0.6	-2	-2	21*	2	-2	.	-0.5	-0.6
3	COc1ccc(CN(C)C(=O)C2CSC3(C)CCC(=O)N23)c(OC)c1 (stereo unspecified)	-1.0	-0.4	0.9	2	4	-8	1	3	-0.5	-0.1	-1.3
4	CC(C)(C)OC(=O)C[C@H]1C/C=C\C[C@@H](CC(=O)N(CCO)Cc2ccccc2)C(=O)N[C@H](Cc2ccccc2)COC1=O	-1.7	-1.2	-0.7	5	1	-1	1	-9	0.2	-1.0	-3.0
5	COC(=O)C[C@@H]1CC[C@@H]2[C@@H](COc3ccc(NC(=O)Nc4ccc(F)c(F)c4)cc3C(=O)N2C)O1	-4.2	-1.4	-1.8	5	2	5	-3	-14	.	.	0.3
6	COc1cc(C(=O)N2CCN(C(=O)c3cc(-c4ccccc4)n[nH]3)CC2)cc(OC)c1OC	-0.3	-1.4	1.3	2	-1	-9	-3	1	0.1	1.2	-2.2
7	COc1cccc(C(c2nnnn2C(C)(C)C)N2CCN(C3CCCCC3)CC2)c1OC (stereo unspecified)	-0.4	-0.4	0.9	0	0	1	-1	1	0.2	0.1	-0.6
8	CC1Cc2ccccc2N1C(=O)CSc1nnc(NC(=O)Cc2cccs2)s1 (stereo unspecified)	0.7	-1.1	-0.3	-8	-6	1	0	-12	.	.	0.4
9	CCOc1ccccc1OCC(=O)Nc1cc(S(=O)(=O)N2CCCCC2)ccc1N1CCN(CC)CC1	-2.8	-1.6	-0.7	3	0	6	0	-26	1.5	-2.0	-2.8
10	Nc1ccc(-c2nnn(CC(=O)N3CCCCC3)n2)cc1	-2.8	-1.3	-0.3	5	6	0	-1	1	-1.5	-1.2	-1.3
11	CCn1c2ccccc2c2nnc(SCC(N)=O)nc21	-1.5	-0.8	0.3	-1	5	5	3	-4	1.0	1.1	-0.7
12	CCCN1CCN(CCCNC(=O)c2ccc(NC(=O)C3=C(C)OCCS3)cc2)CC1	-1.1	-0.8	0.3	0	4	-1	-2	-6	0.4	0.0	2.1
13	CC(=O)c1ccc(NCCC(=O)c2ccccc2)cc1	0.4	-1.9	-0.5	1	1	3	1	0	0.9	-0.2	0.4
14	CCC1CCCCN1CCCNC(=O)C(C)n1nc(C)c2sc3ccccc3c2c1=O (stereo unspecified)	0.6	-1.1	0.3	-8	-9	-13	5	-5	-0.2	-3.0	1.4
15	CC(=O)Nc1c(C)cc(OCC(=O)O)cc1C	-1.7	-1.4	0.3	0	0	2	0	7	2.4	1.8	0.8
16	Cc1ccnc(NC(=O)CNC(=O)COc2ccccc2)c1	3.3	0.9*	7.6*	3	-5	7	3	-6	2.5	7.9*	9.4
17	Cc1c(C(C)NC(=O)Nc2ccc(F)cc2F)cnn1C (stereo unspecified)	-2.2	-1.4	0.4	2	2	3	2	1	-2.5	-1.1	0.8
18	CCC(C(=O)NCc1ccc(F)cc1)N(CCc1ccccc1)C(=O)c1snc(C(N)=O)c1N (stereo unspecified)	0.7	-1.3	-0.2	-11	-23	-59	1	-5	-0.5	0.4	-2.4
19	CCN(CC)S(=O)(=O)c1cc(NC(=O)CCc2c(C)noc2C)ccc1C	-2.9	-1.8	0.9	-4	0	-1	-2	-10	0.2	-1.8	-2.7
20	Cc1ccc(C(=O)N2CCN(c3ccccc3F)CC2)cc1S(=O)(=O)N1CCOCC1	-0.9	-1.9	-0.4	-1	1	4	-2	-6	-0.6	1.8	-5.0
21	COc1ccccc1N(C)S(=O)(=O)c1ccc(C(=O)N(C)Cc2ccc(OC(F)F)cc2)cc1	-2.8	-1.9	-4.8	-4	-4	7	-2	-16	-1.2	0.5	-5.6
22	O=[N+]([O-])c1sccc1CS(=O)(=O)c1ccccc1	-0.6	-0.8	-0.7	1	2	5	-4	-10	1.6	1.3	0.0
23	CC(=O)Nc1ccc(Oc2sc(C(=O)c3ccccc3)c(N)c2C#N)cc1	-2.4	-1.6	-2.6	-3	-6	15	3	-19	-1.4	-3.5	-2.4
24	CN(C(=O)C1CCN(S(=O)(=O)c2ccccc2)CC1)c1c(N)n(Cc2ccccc2)c(=O)[nH]c1=O	-1.7	-0.6	0.3	2	2	-5	1	1	1.1	0.2	1.8
25	CCOc1cc(S(=O)(=O)Nc2ncn[nH]2)ccc1Br	-2.6	-0.6	0.1	-8	5	0	-3	-1	0.3	-2.8	3.2
26	O=C(NC1CCCC1)c1ccc2nc[nH]c2c1	-0.8	-0.7	0.1	1	0	3	1	3	1.6	-0.9	-1.6
27	Cc1cc(NC(=O)COC(=O)c2cc([N+](=O)[O-])ccc2N2CCOCC2)ccc1Br	-3.9	-1.2	-4.0	-2	-2	16	-3	-6	0.1	-0.8	-5.3
28	COc1cccc(C(=O)N[C@@H](C)C(=O)N2CCC3(CC2)NCCc2[nH]cnc23)c1	-0.8	-1.0	0.2	5	2	2	3	0	-0.3	0.6	1.2
29	CC(NC(=O)C(c1ccccc1)c1ccccc1)C(=O)O (stereo unspecified)	-0.8	-0.9	-0.1	-3	4	-8	-3	4	0.0	0.3	-3.2
30	Cc1oc(-c2ccc(Cl)cc2)nc1CS(=O)CC(=O)NCc1cccs1 (stereo unspecified)	0.0	-0.9	-0.7	4	14	-24	-1	14	0.5	0.5	-3.4
31	COc1ccc2c(c1)CCCN2C(=O)C1CCCN(S(=O)(=O)c2cccc3cccnc23)C1 (stereo unspecified)	-0.7	-0.9	0.1	-7	-2	-10	-6	5	.	.	-4.5
32	COc1ccc(N)cc1CN1CCN(c2ncc(Cc3ccccc3)cn2)CC1	2.8	-1.1	-0.7	-4	-5	2	-3	-7	.	.	0.4
33	O=C1OCC(c2ccccc2)=C1c1ccccc1	0.7	-1.2	-0.4	-4	6	3	1	-18	0.1	2.3	2.1
34	Cc1cc(=O)[nH]c(SCC(=O)Nc2nc(-c3ccccc3)c(-c3ccccc3)o2)n1	1.0	-0.7	0.5	9	0	-27	0	0	-1.3	2.2	3.3
35	CCc1sc(NC(C)=O)nc1-c1ccccc1	-0.8	-0.1	0.0	1	-3	8	-3	17	-0.5	1.0	2.3
36	Cc1c(Cl)cccc1NC(=O)Nc1ccc(C(=O)N2CCCC2)cc1	-1.9	0.1	-0.1	3	1	2	-1	-3	-0.8	3.6	-0.6

Some of these compounds in order of formula weight, rising:
No.	Structure	hcDAF-12 act	ssDAF-12 act	DAX1 inh-1	GC-B act	NPR1 activator	ADAM10 inh	SMARCA2 act	HGIII-sPLA2 inh	DAX1 inh-2	FXN GAA850 act	hgDAF12 agonist
35	CCc1sc(NC(C)=O)nc1-c1ccccc1	-0.8	-0.1	0.0	1	-3	8	-3	17	-0.5	1.0	2.3
30	Cc1oc(-c2ccc(Cl)cc2)nc1CS(=O)CC(=O)NCc1cccs1 (stereo unspecified)	0.0	-0.9	-0.7	4	14	-24	-1	14	0.5	0.5	-3.4
34	Cc1cc(=O)[nH]c(SCC(=O)Nc2nc(-c3ccccc3)c(-c3ccccc3)o2)n1	1.0	-0.7	0.5	9	0	-27	0	0	-1.3	2.2	3.3
27	Cc1cc(NC(=O)COC(=O)c2cc([N+](=O)[O-])ccc2N2CCOCC2)ccc1Br	-3.9	-1.2	-4.0	-2	-2	16	-3	-6	0.1	-0.8	-5.3

Carrying on.
No.	Structure	hcDAF-12 act	ssDAF-12 act	DAX1 inh-1	GC-B act	NPR1 activator	ADAM10 inh	SMARCA2 act	HGIII-sPLA2 inh	DAX1 inh-2	FXN GAA850 act	hgDAF12 agonist
37	O=C(CSc1ccc([N+](=O)[O-])cn1)Nc1ccc2c(c1)OCCO2	1.1	-1.3	1.3	-8	-3	11	3	6	-0.1	0.4	1.9
38	CCCCn1nnc(NC(=O)c2ccc([N+](=O)[O-])cc2Cl)n1	-0.1	-0.2	-0.3	1	-1	-1	-1	2	2.6	2.3	3.9
39	O=C(OCc1ccccc1)/C(=C/c1ccc(Cl)cc1)NC(=O)c1ccccc1Cl	0.6	-1.2	0.1	-6	-4	1	-2	5	-0.3	1.2	0.0
40	COC(=O)c1ccc(S(=O)(=O)NCc2ccc(S(N)(=O)=O)cc2)o1	0.5	-1.7	-0.4	2	-2	-12	-3	1	0.5	-0.5	-0.8
41	O=c1cc(Cn2ccnc2)c2cc(O)ccc2o1	0.2	-1.7	0.7	7	0	1	2	-5	0.6	0.4	-2.8
42	CC(C)(C)c1ccc(C#C[C@@H]2C=C[C@@H](O)[C@@H](COC(=O)Nc3ccccc3)O2)cc1	-1.7	-0.2	0.4	3	-1	13	1	-5	.	.	0.9
43	COC(=O)CCCNC(=O)c1ccc2[nH]c(C)c(C)c2c1	-0.8	-1.6	-0.3	1	-3	2	3	1	0.0	1.2	1.0
44	O=C(Nc1ccc(NC(=O)c2ccc(Cl)cc2Cl)cc1)c1ccc2c(c1)OCO2	0.7	-1.0	0.0	1	2	8	3	-1	-1.6	-3.2	0.4
45	N#C/C(=C\c1cn(CC(=O)N2CCCCC2)c2ccccc12)C(=O)NCc1ccc2c(c1)OCO2	1.3	-1.2	-0.3	7	1	-10	-3	5	-0.3	-0.5	1.4
46	Oc1ccc(N=Cc2ccc(OCc3ccccc3)cc2)cc1	2.1	0.0	-1.6	3	2	-7	3	5	1.1	1.0	3.8
47	Cc1cc(/C=C(/C#N)C(=O)O)c(C)n1-c1cccc2ccccc12	-1.6	-0.2	-0.1	2	0	7	0	-9	0.9	0.2	0.7
48	COc1cc(Cc2nccc3cc(OC)c(OC)cc23)c(S(=O)(=O)O)cc1OC	0.3	-0.8	-0.3	0	3	-3	-1	-5	0.4	0.9	0.8
49	Cc1ccc(S(=O)(=O)N2CCN(C(=O)c3cccs3)CC2)cc1C	0.5	-0.9	-0.1	-1	-2	14	-1	-3	3.8	0.4	2.3

Screens (PubChem BioAssay)
